HCV inh = qHTS Assay for Inhibitors of Hepatitis C Virus (HCV); Huh7.5.1 HCVcc-Cre infection, luciferase reporter, 44 h; 3.4% of 340,000 active; Potency, µM (doses to about 41.8 µM), without a hit: at the top dose activity change, negative = inhibition, actives largely listed as inhibitors; further: potency means the concentration at half of the fitted maximal effect; on the % scale 0 is the no-effect control and ±100 the full control effect
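Compounds are dispensed onto cells plated 4 h earlier at 1,000 per well, with HCVcc-Cre virus (about 0.5 moi) added next. Following 44 h of culture, luminescent signal is measured for 15 sec after 15 min with substrate at room temperature.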
Shiga toxin inh = A qHTS for Small Molecule Inhibitors of Shiga Toxin; AID 2315, 2010; 9.2% of 290,000 active; inhibition, % at 38.7 µM; Vero cells, Shiga toxin protein synthesis inhibition reporter; in the data active means inhibition mostly above about 28%, no sharp cut-off; inactive means mostly below about 43%; further: 0% is about no effect
Pf growth 48h = Primary qHTS for delayed death inhibitors of the malarial parasite plastid, 48 hour incubation; 5.9% of 310,000 active; Potency, µM (highest dose often 28.7 µM), without a hit: top-dose activity change, negative = inhibition, most hits filed as inhibitors; P. falciparum luciferase growth in erythrocytes, 48 h; further: potency means the concentration at half of the fitted maximal effect; on the % scale 0 is the no-effect control and ±100 the full control effect
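Luciferase-expressing P. falciparum in infected erythrocytes (2% hematocrit, 0.1% parasitemia final) in RPMI 1640/0.5% Albumax were exposed to compound for 48 hours at 37 C, 5% CO2; growth read as luminescence.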
Cycloheximide cs = Cycloheximide Counterscreen for Small Molecule Inhibitors of Shiga Toxin. cell reporter, cycloheximide protein synthesis inhibition counterscreen. max response, %. 12% of 300,000 active; in the data active means max response mostly above about 13%, no sharp cut-off; inactive means mostly below about 14%; further: read at 38.3 µM for the half of the compounds with a filed dose; 0% is about no effect
Giardia FBPA inh = qHTS Assay for Inhibitors of Fructose-1,6-bisphosphate Aldolase from Giardia Lamblia. A8B2U2. 0.71% of 290,000 active. AID 2451, 2010. Potency, µM (doses to about 59.6 µM), without a hit: at the highest dose activity, negative = inhibition, actives largely listed as inhibitors. purified Giardia FBPA; further: potency means the concentration at half of the fitted maximal effect; on the % scale 0 is the no-effect control and ±100 the full control effect; nearly all actives have a fitted effect of over 55% in size
Target sequence (A8B2U2 whole entry, looked up): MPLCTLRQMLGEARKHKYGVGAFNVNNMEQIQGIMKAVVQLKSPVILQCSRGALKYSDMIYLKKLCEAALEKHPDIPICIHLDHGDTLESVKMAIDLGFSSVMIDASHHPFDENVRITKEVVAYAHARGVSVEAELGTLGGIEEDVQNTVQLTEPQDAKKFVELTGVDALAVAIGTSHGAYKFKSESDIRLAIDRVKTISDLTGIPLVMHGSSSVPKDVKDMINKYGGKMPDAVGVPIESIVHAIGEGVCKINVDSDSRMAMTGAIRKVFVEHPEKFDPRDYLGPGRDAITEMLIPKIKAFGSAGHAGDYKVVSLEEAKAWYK
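Giardia FBPA (40 nM reagent) was preincubated 10 min at RT with compound (up to 57.5 uM final), then substrate plus GAPDH/TPI/NAD/arsenate coupling system with diaphorase/resazurin was added; resorufin fluorescence (525/598 nm) was read after 20 min.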
Pf growth 96h = Primary qHTS for delayed death inhibitors of the malarial parasite plastid, 96 hour incubation. Potency, µM (highest dose often 28.7 µM), for the others: top-dose activity change, negative = inhibition, usual class: inhibitors. AID 504834, 2011. P. falciparum luciferase reporter growth, 96 h. 6.9% of 320,000 active; further: potency means the concentration at half of the fitted maximal effect; on the % scale 0 is the no-effect control and ±100 the full control effect
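96 h incubation, 37 C, 5% CO2, of luciferase-reporter P. falciparum-infected RBCs (2% hematocrit, 0.05% parasitemia final) with test compounds; endpoint luminescence.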
Starred values were filed as active, the others as inactive; i = inactive; ? = inconclusive; nt = not tested or not shown; [ ] = remark or other dose. Unless noted, the call rests on the fitted dose curve; in most records, active means well fitted curve in the direction sought with a large enough effect; inconclusive means small, poorly fitted or top-dose-only effect, or another doubt; inactive means no such curve, though single readings can be large; an effect the other way counts as inactive or inconclusive.

SMILES | HCV inh | Shiga toxin inh | Pf growth 48h | Cycloheximide cs | Giardia FBPA inh | Pf growth 96h
O=C(CNC(=O)c1cccs1)N/N=C/c1c(F)cccc1Cl | 5% | 37* | 54%[activator] | 16* | nt | 3%
O=C(CN1CCC(Cc2ccccc2)CC1)N1CCc2ccccc2C1 | ? | -10 | 0% | -2 | ? | 16%
CCOC(=O)N1CCN(C(=O)CSc2nnc(-c3cccc(Cl)c3)o2)CC1 | 0% | -4 | -12% | -3 | 1% | 25%
CCOc1ccc(/C=C2\SC(=S)N(CCC(=O)Nc3cccc(C(=O)O)c3)C2=O)cc1 | -10% | -8 | nt | 1 | 5% | ?
Cn1c(N)c(C(=O)CSc2nc3ccccc3n2-c2ccccc2)c(=O)n(C)c1=O | 23% | 3 | ? | -2 | 1% | ?
CN(C)c1ccc(/C=C/c2nnnn2-c2ccccc2)cc1 | -15% | 108* | 196%[activator] | 61* | -6% | 13µM*
CC(C)CNC(=O)Nc1ccc(F)c(Cl)c1 | 10% | 40 | 4% | 26* | -6% | ?
CC(Sc1nnc(COc2ccc3ccccc3c2)n1C)C(=O)O (stereo not drawn) | 17% | 2 | 11% | -5 | 20% | -11%
Cc1cc(N2CCCCC2)nc2ccc(NC(=O)c3ccc(Br)o3)cc12 | 4µM* | 22 | nt | 8 | -12% | nt
CCCc1nnc(NC(=O)CCC(=O)N2CCC(C)CC2)s1 | -1% | -1 | -6% | -1 | nt | ?
COCCNC(=O)c1cnn2c1NC(c1ccco1)CC2C(F)(F)F (stereo not drawn) | 10% | 7 | 11% | -1 | -7% | 6%
COC(=O)C1=C(N)Oc2c(c(=O)oc3ccccc23)[C@]12C(=O)N(C)c1ccccc12 | 9% | -4 | 0% | 2 | -19% | -3%
COc1ccc(N2C(=O)CC(Nc3ccc(C)cc3)C2=O)cc1 (stereo not drawn) | 3% | 2 | nt | -8 | -2% | -27%
COc1ccc(C)cc1NC(=O)NC1CCCc2ccccc21 (stereo not drawn) | ? | -3 | 12µM* | -4 | 1% | 16%
COc1ccc(C(=O)COC(=O)CCC(=O)c2cccs2)cc1 | 17% | 2 | -18% | 27 | 4% | -7%
Cn1cnnc1Sc1ccc(/C=C/C(=O)c2ccc(O)cc2)cc1[N+](=O)[O-] | -21% | -5 | ? | -2 | -2% | ?
Cc1ccccc1S(=O)(=O)/N=C(/c1ccccc1)N1CCOCC1 | 13% | -3 | -12% | -2 | 5% | ?
CCCCCn1c(=O)[nH]c2cc(C(=O)O)ccc2c1=O | 13% | 13 | 35%[activator] | -2 | ? | 12%[5.75 µM]
COc1ccc(-c2cc(-c3ccc(OC)cc3)nc(-c3ccc4c(c3)NC(=O)CO4)c2)cc1 | -3% | 15 | ? | 2 | -1% | nt
CCN(CC(=O)Nc1c(F)cccc1F)C(=O)c1ccc2c(c1)OCCO2 | 16% | nt | 25% | nt | nt | 36%[activator]
COc1ccc2c(c1)c1ccccc1n2C | ? | 10 | 37%[activator] | 18 | -9% | 3%
Cc1cc(NC(=O)c2ccc(N3C(=O)CCC3=O)cc2)no1 | 2% | 2 | -9% | 8 | 6% | 0%
Cc1cc([N+](=O)[O-])nn1CC(=O)NCc1cccs1 | 11% | -14 | 31%[activator] | -3 | 1% | 8.3µM*
N#Cc1ccc(S(=O)(=O)N2CCC(C(=O)N3CCN(Cc4ccc5c(c4)OCO5)CC3)CC2)cc1 | 10µM* | nt | ? | nt | nt | ?
COc1ccccc1C(C)NCC(=O)Nc1c(F)cccc1F (stereo not drawn) | 12% | 34 | -10% | 8 | 0% | -11%

Next section, overlapping the part above by four compounds.
SMILES | HCV inh | Shiga toxin inh | Pf growth 48h | Cycloheximide cs | Giardia FBPA inh | Pf growth 96h
Cc1cc(NC(=O)c2ccc(N3C(=O)CCC3=O)cc2)no1 | 2% | 2 | -9% | 8 | 6% | 0%
Cc1cc([N+](=O)[O-])nn1CC(=O)NCc1cccs1 | 11% | -14 | 31%[activator] | -3 | 1% | 8.3µM*
N#Cc1ccc(S(=O)(=O)N2CCC(C(=O)N3CCN(Cc4ccc5c(c4)OCO5)CC3)CC2)cc1 | 10µM* | nt | ? | nt | nt | ?
COc1ccccc1C(C)NCC(=O)Nc1c(F)cccc1F (stereo not drawn) | 12% | 34 | -10% | 8 | 0% | -11%
O=C(N/C(=C/c1ccccc1)C(=O)N1CCCCCC1)c1ccccc1 | 2% | 25 | -3% | -6 | 7% | 30%[activator]
Cc1ccc(F)c(NC(=O)c2ccc(Cn3cc(Cl)cn3)cc2)c1 | -18% | 37 | ? | 39* | -2% | -6%
Cc1[nH]c2ccccc2c1-c1ccc(Cl)nn1 | -3% | 19 | 3% | 30 | -8% | -5%
O=C(NCCc1cccc(C(F)(F)F)c1)C1CCC(=O)N(C2CC2)C1 (stereo not drawn) | 28% | -13 | 1% | 1 | nt | ?
CS(=O)(=O)N(CC(=O)N1CCCCC1)c1sc2c(c1C#N)CCCC2 | -8% | 16 | -23% | 1 | 0% | -30%
COc1ccc(CC(=O)Nc2nnc(C(C)(C)C)s2)cc1OC | ? | -4 | -14% | -3 | -1% | 4.7µM*
S=C(NCc1ccco1)N1CCN(c2nc(-c3ccccc3)cs2)CC1 | ? | -4 | ? | -2 | -6% | -37%
CCN(CC)CCN(Cc1cc2cc3c(cc2[nH]c1=O)OCO3)C(=S)NCCCOC | 15% | -5 | -6% | 1 | 4% | 13µM*
C=CCNC(=S)NNC(=O)Cn1c(-c2ccccc2)cc(=O)n2ncnc12 | 12% | 8 | 12% | -1 | -3% | 7%
O=S(=O)(Nc1ncccn1)c1ccc(NC(=S)Nc2cccc(Cl)c2)cc1 | nt | 21 | 16% | 7 | -23% | 28%
c1ccc(Sc2ncnc3c2oc2ccccc23)nc1 | ? | 115* | 92%[activator] | 64* | 0% | ?
Cc1ccc(C(=O)/C=C/C(=O)c2ccc(C)cc2)cc1 | 0% | 41 | i | 16 | -1% | -3%
Cn1nccc1C(=O)Nc1sc2c(c1C#N)CCCC2 | -9% | 16* | 25% | 16 | nt | 24%
CC(=O)Nc1ccc2[nH]c(C)c(CC=C(Cl)Cl)c(=O)c2c1 | 0% | -11 | 19% | -2 | 5% | nt
O=C(Nc1cccc(F)c1)c1c(O)c2ccccc2[nH]c1=O | 11% | nt | 60%[activator] | 23* | 4% | ?
CCOC(=O)c1ccc(Nc2ncnc3ccc(C)cc23)cc1 | -14% | 10 | ? | 6 | 5% | -6%
Cc1ccccc1-n1ncc2c1CC(C)(C)CC2NC(=O)CCN1Cc2ccccc2C1=O (stereo not drawn) | -13% | -5 | -28% | -1 | 0% | 32%[activator]
Cc1cc(NC(=O)COc2cccc(Oc3ccccc3)c2)no1 | -2% | -5 | ? | -3 | 0% | -1%
C[N+](C)(C)CCCC(=O)c1ccc2c(c1)OCO2 | -3% | -10 | ? | 5 | 1% | ?
Cc1ccc(-c2nnc(N3CCN(C(=O)Cn4c(=O)n(C)c5ccccc54)CC3)c3ccccc23)cc1 | ? | -29 | -2% | -1 | 1% | nt
O=C(COC(=O)c1ccccc1Br)NCc1ccccc1 | 34%[activator] | 38 | 15% | 24* | -4% | -9%
CC(=NC(C)C)C1=C(O)CCC1=O | 6% | 2 | 45%[activator] | 2 | -1% | 78%[activator]
CC(C)(C)c1ccc(C(=O)Nc2ccc(N3CCOCC3)cc2)cc1 | 1.8µM* | -6 | nt | -2 | -7% | ?
CCCCN(CCCC)S(=O)(=O)c1ccc(NS(=O)(=O)c2ccc(NC(C)=O)cc2)cc1 | 16% | 6 | 15% | 1 | 29% | nt
COc1cccc(OC)c1OC(=O)c1cnccn1 | -6% | -2 | 38%[activator] | -6 | 7% | 31%[activator]

Carrying on.
SMILES | HCV inh | Shiga toxin inh | Pf growth 48h | Cycloheximide cs | Giardia FBPA inh | Pf growth 96h
O=C(Cn1cc(C(=O)c2cccs2)c2ccccc21)NCc1cccs1 | ? | 16* | ? | 39* | 7% | 200%[activator]
COc1ccccc1C(=O)Nc1nnn(C)n1 | 16% | -4 | 33%[activator] | 19 | 0% | -1%
CCS(=O)(=O)N1CCCC(C(=O)N2CCC3(CC2)OCCO3)C1 (stereo not drawn) | 13% | -4 | 25% | -2 | -2% | ?
NCCCC[C@H](NC(=O)CNC(=O)[C@@H]1CCCN1C(=O)[C@H](Cc1ccc(O)cc1)NC(=O)CN)C(=O)N[C@@H](Cc1ccccc1)C(=O)O | nt | -7 | nt | -7 | 5% | nt
CNC(=O)C(=O)N1CCC2(CC1)OCCN2S(=O)(=O)c1ccc(C)cc1 | 7% | nt | 33%[activator] | nt | nt | 11%
CCN(CC)S(=O)(=O)c1ccc(N=Nc2c(C)[nH]n(C(N)=S)c2=O)cc1 | 5% | 73* | -21% | 40* | ? | 2%
c1ccc2c(-c3cc(C4CCNCC4)[nH]n3)cccc2c1 | ? | -3 | 272%[activator] | -4 | 1% | -18%
CCCC(C)NCC(=O)Nc1ccccc1-c1ccccc1 (stereo not drawn) | -19% | -27 | -10% | -6 | -21% | nt
O=C(/C=C/c1ccccc1)NCCN1CCOCC1 | 7% | 24 | 11% | 4 | 1% | -22%
O=C(c1ccccc1NS(=O)(=O)c1cccc2cccnc12)N1CCOCC1 | 4% | 19 | 3% | 8 | -12% | ?
Cc1cc(/C=N/NC(N)=S)c(C)n1-c1cccc(Cl)c1 | -22% | -8 | -26% | -4 | -8% | 51%[activator][5.75 µM]
Cc1ccc(S(=O)(=O)N(Cc2ccccc2F)C(=O)N2CCN(C)CC2)cc1 | 4% | nt | ? | nt | nt | 7%
Cc1nn(-c2ccccn2)c2nc(-c3cccs3)cc(C(=O)NCc3ccco3)c12 | 35µM* | 39 | nt | 19* | 10% | 10µM*
C=CCn1c(SCc2ccc(C(=O)OC)cc2)nnc1-c1sc(N)nc1C | -18% | -5 | ? | -1 | 2% | 2%
COc1ccc(NC(=O)Nc2ccc3c(c2)CCC3)cc1OC | -21% | 56 | -9% | 17* | 1% | ?
CC1CCCCC12NC(=O)N(CC(=O)NCCc1ccc(S(N)(=O)=O)cc1)C2=O (stereo not drawn) | 5% | nt | ? | nt | nt | ?
Cc1cc(NC(=O)CSc2nc(CCC3CCCC3)nc3ccccc23)no1 | ? | -8 | ? | 1 | 9% | -1%
CCCCN(Cc1nc2ccccc2c(=O)[nH]1)C(=O)c1nn(C)c(=O)c2ccccc12 | ? | nt | -11% | nt | nt | ?
CCNC(=O)COc1ccc(S(=O)(=O)Nc2ccccc2)cc1 | 8% | -12 | -1% | -5 | 8% | nt
Cc1ccc(S(=O)(=O)N(C)C)cc1NC(=O)C1Cc2ccccc2CN1C(=O)c1ccco1 (stereo not drawn) | 6% | -8 | ? | -3 | 6% | -22%
CN1CCN(c2oc(COc3ccc(-c4ccccc4)cc3)nc2C#N)CC1 | 5µM* | 9 | -19% | -2 | -14% | -17%
CCCCNC(=O)c1onc(CSc2ccc(C(C)C)cc2)c1C(=O)O | 1% | -8 | 48%[activator] | -2 | 24% | 0%
CC1CCC2(CC1)NC(=O)N(CC(=O)N(Cc1ccccc1)C(C)(C)C)C2=O (stereo not drawn) | -11% | nt | 19% | nt | nt | -1%
CN(C)c1ccc(/C=C(\NC(=O)c2ccccc2)C(=O)NCCCn2ccnc2)cc1 | 19% | -8 | 19% | -4 | -8% | 0%
COc1cccc(OC)c1OCCOCCN1CCN(C)CC1 | 16% | -5 | 20% | 0 | 3% | 11%
O=C(c1cc2sccc2n1Cc1ccc(F)cc1)N1CCc2ccccc21 | -6% | 38 | 15µM* | 17* | 3% | 60%

Screening results: PubChem BioAssay, National Center for Advancing Translational Sciences (NCATS)
